EP2 mod: EP2 receptor modulators, cAMP readout, primary screen, cell-based, HTRF cAMP, PGE2 stimulation; Prostaglandin E2 receptor EP2 subtype (Homo sapiens), P43116; EP2-expressing cells, cAMP HTRF FRET, PGE2 co-stimulation; induction, % at 25 µM; actives 0.83% (n = 260,000); AID 940, 2007;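 active = compounds whose cAMP rise, as percent of the full-agonist control response, exceeds 60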;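 note: rat C6 glioma line stably carrying human EP2 under a CMV promoter; the protocol text gives 20 µM as final concentration; 100% = response of wells given 1 µM PGE2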
Target sequence (P43116 whole entry, looked up): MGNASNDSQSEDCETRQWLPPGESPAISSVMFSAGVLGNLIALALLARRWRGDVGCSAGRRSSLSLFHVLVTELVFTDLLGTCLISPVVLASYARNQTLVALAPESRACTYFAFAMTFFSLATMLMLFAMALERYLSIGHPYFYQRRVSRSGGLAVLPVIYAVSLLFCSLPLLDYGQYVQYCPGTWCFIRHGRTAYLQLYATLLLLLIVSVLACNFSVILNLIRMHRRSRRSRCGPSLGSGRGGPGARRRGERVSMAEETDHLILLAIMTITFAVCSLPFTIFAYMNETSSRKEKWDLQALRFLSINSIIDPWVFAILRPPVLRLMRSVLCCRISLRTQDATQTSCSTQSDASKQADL
NPY-Y1 PAM-ag: NPY-Y1 receptor potentiators or agonists, primary screen, cell-based. actives 0.37% (n = 220,000). Neuropeptide Y receptor type 1 (Homo sapiens), P25929. NPY-Y1 expressing cells, potentiator/agonist activation. activation, % at 3.6 µM; in the data active = activation above about 33%, passing the limit was not always enough;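 note: cells stimulated with NPY at EC10 then isoproterenol at EC100; 0% = low agonist plus stimulus and 100% = saturating agonist plus stimulus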
Target sequence (P25929 whole entry, looked up): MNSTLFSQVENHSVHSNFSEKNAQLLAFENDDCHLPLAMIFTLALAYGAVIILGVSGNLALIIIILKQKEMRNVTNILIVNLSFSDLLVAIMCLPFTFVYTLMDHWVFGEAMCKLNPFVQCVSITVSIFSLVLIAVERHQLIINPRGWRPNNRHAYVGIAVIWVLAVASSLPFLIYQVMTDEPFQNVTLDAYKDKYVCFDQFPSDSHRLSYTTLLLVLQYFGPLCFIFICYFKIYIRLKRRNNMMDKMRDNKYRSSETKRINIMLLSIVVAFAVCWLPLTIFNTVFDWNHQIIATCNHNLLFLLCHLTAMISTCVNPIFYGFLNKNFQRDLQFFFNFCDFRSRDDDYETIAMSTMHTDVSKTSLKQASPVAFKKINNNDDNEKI
PPC-1+TRAIL kill: compounds killing PPC-1 cancer cells with TRAIL present, primary screen, TRAIL potentiator project, ATPLite luminescence, uHTS | PPC-1 cells + TRAIL, ATPLite viability luminescence | cell killing (% activity), % at 4 µM | actives 0.41% (n = 220,000) | AID 1443, 2008;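 active = cell killing above 50% in the first pass at 4 µM, then a duplicate retest at 5 µM averaging 50% or more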;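 note: plate controls were cells with TRAIL plus DMSO for no effect and medium-only wells lacking cells for full effect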
14-3-3 Bad PPI: inhibitors of 14-3-3 zeta/Bad binding, primary screen, biochemical, TR-FRET, bovine 14-3-3 zeta; TR-FRET 14-3-3zeta/Dy647-pBad peptide displacement, 1 h; inhibition, % at 21.7 µM; actives 0.71% (n = 220,000);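 active = inhibition above about 70%, limit read from the data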;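 note: 0% = full 14-3-3 plus peptide FRET controls and 100% = background without 14-3-3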
Target sequence (P63103 whole entry, looked up): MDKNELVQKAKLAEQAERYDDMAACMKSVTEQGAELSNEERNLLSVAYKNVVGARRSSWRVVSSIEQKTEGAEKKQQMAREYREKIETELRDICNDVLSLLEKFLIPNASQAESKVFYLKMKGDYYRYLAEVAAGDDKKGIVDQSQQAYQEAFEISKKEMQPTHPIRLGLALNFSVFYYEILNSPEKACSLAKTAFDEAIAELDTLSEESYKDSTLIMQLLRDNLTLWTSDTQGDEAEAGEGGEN
CHOP inh: inhibitors of CHOP promoter induction, primary screen, cell-based, unfolded protein response, luciferase reporter; inhibition, % at 10 µM; actives 3.8% (n = 220,000); CHO-K1 CHOP-promoter luciferase, tunicamycin-induced, 15-18 h;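 active = compounds that reduced the stress-induced luciferase reporter signal by more than about 70% of percent inhibition, limit read from the data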;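 note: 0% = tunicamycin plus vehicle and 100% = wells without tunicamycin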
TRPML3 agonist: human TRPML3 channel agonists, primary screen, cell-based, HEK293 TRPML3-YFP, Fluo-8 calcium fluorescence, 3 µM; Mucolipin-3 (Homo sapiens), Q8TDD5; 100% = the carbachol control signal; activation, % at 3 µM; actives 0.29% (n = 220,000); AID 1448, 2008;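 active = activation above its plate's cutoff, the mean activation of the plate's test wells plus 3 SD, cut at about 12% in these data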;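 note: 0% = DMSO only wells and 100% = carbachol wells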
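Test system – HEK293 line with stable expression of human TRPML3-YFP channel · Control set – carbachol 87 µM final as high control (100%), DMSO as low control (0%) · Signal – Fluo-8 calcium dye fluorescence, ex 470-495, em 515-575 nm · Incubation – 1-h 37 °C dye load, 5-s basal, 120-s post-compound reads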
PGE2 EP2 inh: human EP2 receptor antagonists, primary screen, TR-FRET cAMP, C6 glioma cells; Prostaglandin E2 receptor EP2 subtype (Homo sapiens), P43116; C6 glioma cells expressing human EP2; cells stimulated with saturating PGE2; inhibition, % at 25 µM; actives 0.52% (n = 260,000); AID 1422, 2008;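 active = percent inhibition above 40 after rounding to a whole number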;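 note: rat C6 glioma host cells with rolipram phosphodiesterase inhibitor present; the protocol text gives 20 µM as final concentration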
TRPN1 ag: zebrafish TRPN1 channel agonists, primary screen, cell-based, HEK293, calcium fluorescence. activation, % at 3 µM. transient receptor potential cation channel N1 (TRPN1/NompC), Danio rerio. AID 1424, 2008. HEK293 zebrafish TRPN1-YFP, Fluo-8 calcium fluorescence; 100% = response to 87 µM carbachol. actives 0.18% (n = 220,000);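 active = activation above its plate's cutoff, the mean activation of test wells on that plate plus 3 SD, cut at about 19% in these data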;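 note: 0% = DMSO alone and 100% = 87 µM carbachol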
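Material: zebrafish TRPN1-YFP in HEK293 cells. Doses: one dose of 3 µM, 0.3% DMSO. Incubation: dye 1 h 37 °C plus 30 min RT. Measured by: intracellular calcium fluorescence with Fluo-8.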
NPY-Y1 antag: NPY-Y1 receptor antagonists, primary screen, cell-based | Neuropeptide Y receptor type 1 (Homo sapiens), P25929 | HEK293-CNG Y1 cells, membrane potential fluorescence; NPY at EC95, then isoproterenol | inhibition, % at 3.6 µM | actives 1% (n = 200,000) | AID 1040, 2008;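 active = inhibition above the campaign mean inhibition of all tested compounds plus 3 SD, cut at about 20% in these data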;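 note: 0% = DMSO wells given NPY plus isoproterenol and 100% = isoproterenol alone without NPY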
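Test system – HEK293 Y1/CNG channel cell line · Also added – NPY agonist 25 nM, then isoproterenol 1 µM plus Ro 20-1724 25 µM · Compound dosing – one concentration, 3.6 µM, in 0.4% DMSO · Schedule – compound incubation 1 h at room temperature, readout 45 min post-stimulation · Technique – fluorescence, membrane potential probe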
Numbers without * were called inactive; · = not tested or not shown; & = joins results of further samples; [ ] = remark or other dose. Only part of the results is shown, so the mix of outcomes need not match the whole.

SMILES	EP2 mod	NPY-Y1 PAM-ag	PPC-1+TRAIL kill	14-3-3 Bad PPI	CHOP inh	TRPML3 agonist	PGE2 EP2 inh	TRPN1 ag	NPY-Y1 antag
Cc1ccc(C(C(=O)NC2CCCC2)N(Cc2ccco2)C(=O)CCC(=O)Nc2ccccn2)cc1 (centres undefined)	18	11	10	-23	31	-0.5	11	-0.6	-5
CCOc1ccccc1NC(=O)COC(=O)Cc1ccc(-c2ccccc2)cc1	-10	-31	1	7	30	0.2	5	1.1	3
O=C(NOC(=O)c1ccccc1)c1ccccc1	12	16	10	1	17	0.9	5	1.1	·
CC1=NC(=O)C(N=Nc2ccccc2)N1c1ccccc1 (centres undefined)	26	-18	18	7	-10	0.6	3	0.7	-2
CC1=NN(c2nc(-c3ccc(C#N)cc3)cs2)C(=O)C1	0	17	2	-16	19	0.6	3	2.5	0
CC(C)c1onc(C(=O)N2CCN(C(c3ccccc3)c3ccccc3)CC2)c1[N+](=O)[O-]	15	15	-7	-8	-9	0.1	6	0.6	-3
O=C(NC(=S)Nc1ccc(N2CCOCC2)c(Cl)c1)c1sc2ccccc2c1Cl	13	14	14	-6	19	1.3	9	0.5	-2
O=C(CN1CCC(N2CCCCC2)CC1)N1CCOCC1	34	-22	22	-2	12	-0.6	6	0.9	-1
Cc1nc(Cl)c(C(=O)Nc2cccc(F)c2)c(C)c1Cl	-2	-5	-6	-3	26	0.5	11	-0.3	7
COc1ccc2ccccc2c1C1CC(=O)N2CN(C3CCCCC3)CSC2=C1C#N (centres undefined)	-1	12	16	12	20	-0.5	13	0.0	3
COc1ccc(C2=NN(C(=O)CCC(=O)O)C(c3cccs3)C2)cc1 (centres undefined)	16	0	4	-8	-24	1.2	4	0.7	4
COc1cc(CC(=O)NCc2cccs2)cc(OC)c1OC	13	2	1	6	-2	0.5	11	-0.2	-1
CNC(=S)Nc1cc(Cl)ccc1Oc1ccccc1	2	14	11	-14	19	0.1	4	-1.6	-5
COc1cc(/C=N/NC(=S)Nc2cccc(C(=O)O)c2)cc(OC)c1OC	-1	5	14	-2	0	0.3	7	1.0	5
Cn1c(C(C#N)C(=O)c2sc3ccccc3c2Cl)nc2ccccc21 (centres undefined)	26	-11	-12	2	5	0.1	23	0.3	-5
Cc1nc(CC(=O)NNS(=O)(=O)c2ccc3ccccc3c2)cs1	9	-4	13	1	4	0.6	5	-1.8	-6
Cc1ccc(S(=O)(=O)Oc2ccc(/C=C(/NC(=O)c3ccccc3)C(=O)NCCC(=O)O)cc2)cc1	6	3	21	57	-13	0.9	4	-0.7	-4
O=C(OCc1nnc(-c2ccccc2)o1)c1ccco1	10	-3	15	-5	-4	-0.2	13	0.5	2
COc1ccc(C(=O)NNS(=O)(=O)c2ccccc2)cc1	6	-6	0	5	17	1.1	7	0.6	-3
CCn1c(CNc2ccc(F)cc2)nnc1SCC(=O)Nc1ccc(OC)cc1	8	-5	13	-11	23	-0.4	9	-0.8	0
C[C@]12CC[C@@H]3c4ccc(O)cc4CC[C@H]3[C@@H]1C[C@@H](O)[C@@H]2O[C@@H]1O[C@H](C(=O)O)[C@@H](O)[C@H](O)[C@H]1O	17	-4	-5	18	16	0.7	12	0.5	-1
Cc1c(O)cc2c(c1O)C(=O)CC(c1ccccc1)O2 (centres undefined)	1	·	17	-5	14	·	18	·	·
O=C(NCc1ccco1)c1cccc(F)c1	12	6	16	8	-6	0.6	2	0.9	2
CC(=O)Nc1ccc(/C=C(\C#N)C(=O)NC2CCCCC2C)cc1 (centres undefined)	-22	16	2	0	-3	0.8	6	1.3	-1
Cc1ccc(-c2nc(N3CCOCC3)sc2C(=O)N2CCCCC2)cc1	20	3	-5	13[fluorescence artefact?]	-3	-0.6	9	-0.3	4
CC1Cc2ccccc2N1S(=O)(=O)c1cccc(C(=O)NCCCO)c1 (centres undefined)	4	-6	22	14[fluorescence artefact?]	11	0.7	6	-0.8	-2
Nc1cc(N2CCCCC2)c([N+](=O)[O-])cc1Cl	3	-3	1	-7	1	0.6	7	-0.8	-3
O=C1CC(N2CCN(Cc3ccccc3)CC2)C(=O)N1c1ccc2c(c1)OCCO2 (centres undefined)	2	-27	3	27[fluorescence artefact?]	-20	0.5	4	0.1	2
COc1ccccc1-n1c(-c2ccc(NS(C)(=O)=O)cc2)n[nH]c1=S	-1&3	-3	6	-2	93*	0.0	9&11	-0.6	-2
O=C(CCOc1ccccc1)OCC(=O)c1cc2ccccc2o1	-16	-16	1	-8	16	0.8	19	0.1	13
Cc1nc2ccccn2c1C(=O)NN=C1CCN(C)CC1	-15	0	19	-17	-7	0.1	2	0.9	3
CCOC(=O)C1=C(CSCC(=O)OC)NC(=O)NC1c1cc(C)ccc1C (centres undefined)	-2	8	5	-4	16	-0.2	2	0.9	2
COc1ccc(C(C)=O)cc1CSCCC(=O)O	20	0	21	-5	47	0.3	14	-0.2	4
CCOC(=O)C1CCN(S(=O)(=O)c2cccc3nonc23)CC1	10	7	1	-2	52	0.8	5	-0.8	5
O=C(CCCN1C(=O)c2ccccc2C1=O)NCCCN1CCOCC1	8	-8	-9	-10[fluorescence artefact?]	6	-0.4	13	-0.3	-1
C=CCN(CC=C)S(=O)(=O)c1ccc2nc(NC(=O)C(C)C)sc2c1	2	-15	22	5	·	1.3	16	1.6	1
CCN(CC)S(=O)(=O)c1ccc(C(=O)N(c2ccccc2)C2C=CS(=O)(=O)C2)cc1 (centres undefined)	-15	-2	16	1	1	-0.1	3	1.2	1
CCOC(=O)Cc1csc(NC(=O)CSc2nnc(C3CC3)n2C)n1	15	-6	10	12	-4	0.3	7	0.0	2
C/C(Cl)=C\CSc1nnc2n(N)c(=O)c3ccccc3n12	-6	9	29	7[fluorescence artefact?]	2	-0.3	16	0.5	-1
Cc1ccnc(NC(=O)c2cccc(NC(=O)COc3ccccc3)c2)c1	-12	-23	23	-1	4	-0.6	3	-0.7	4
CCOC(=O)c1c(NC(=S)Nc2ccc(Cl)cc2)sc2c1CCN(C)C2	0	8	11	-28	-15	1.4	10	1.4	-3
COc1ccc2c(c1)O/C(=C\c1sccc1C)C2=O	-20	-17	14	-1	17	1.0	3	-1.8	4
COCCCn1c(SCc2ccc(OC)cc2)nc2cc(OC)c(OC)cc2c1=N	-28	5	17	8[fluorescence artefact?]	11	-1.2	15	-0.9	10
CCCCNC1C(CC)C(CCC)C(C#N)(C#N)C1(C#N)C#N (centres undefined)	16	13	10	-8	-10	0.2	19	0.8	-1
CC(OC(=O)Cn1c(C(F)(F)F)nc2ccccc21)C(=O)N1CCCc2ccccc21 (centres undefined)	-5	-9	11	-4	3	0.5	13	0.3	11
COCCCNCCCCOc1ccc(Br)cc1C	-40	0	10	6[fluorescence artefact?]	17	1.3	5	1.1	8
Cc1occc(=O)c1O	7&17	5	2	-6	6	0.9	13&15	0.8	-1
O=C(O)c1ccc(CSc2nc3ccc(NC(=O)c4ccccc4C(=O)O)cc3s2)cc1	25	8	24	-15	26	1.1	9	0.6	2
Cn1cc(/C=C(\C#N)C(=O)Nc2ncc(Cc3ccc(Cl)cc3)s2)c2ccccc21	-1	-14	29	7	43	1.2	11	1.8	-4
c1ccc(Cc2nnc(N3CCCCC3)c3ccccc23)cc1	47	-19	-17	-14	29	-1.1	4	-2.4	9
COc1cccc(CN2CCN(Cc3nc(-c4cccc(F)c4F)oc3C)CC2=O)c1	43	-5	·	-14	25	-0.5	16	-0.1	8
Cc1ccc(Cc2cnc(N)s2)o1	27	2	9	-13	58	0.1	8	-0.2	4
Cc1ccc(Nc2nc(C)c(CCC(C)C)c(=O)[nH]2)cc1	5	2	-18	1	78*	0.5	10	0.0	1
COC(=O)CSc1nnc(CNC(=O)c2ccccc2OC)n1C	18	-12	14	-2	-20	-0.5	6	0.8	0
Cc1cc(C)c2cc(C#N)c(NCCNC(=S)NCCCN3CCOCC3)nc2c1	-50	-2	16	-17	44	-0.4	4	-4.1	8
CC(C)(C)NC(=O)CSCc1c(Cl)cccc1Cl	19	13	12	3	-21	0.7	11	-1.4	2
O=C(NCC1CCCO1)C(c1cccs1)N(Cc1ccccc1)C(=O)c1ccc(-c2ccccc2)[nH]1 (centres undefined)	60	7	3	-10	41	0.2	8	-0.5	-2
Cn1c(=O)[nH]c(=O)c2c1nc(NC1CCCCC1)n2CC(=O)NC1CCCCC1	16	-33	8	13[fluorescence artefact?]	49	0.7	9	0.8	-1
COc1ccc2nc(NC(=O)CN(c3ccc(C)cc3)S(=O)(=O)c3c(C)nn(C)c3C)sc2c1	-14	55*	22	4	68	-0.3	7	0.0	-14
CCn1c(O)c(/C=N/N=C/c2ccccc2)c2ccc(C3=NNC(=O)CC3)cc21	17	4	-8	2	33	0.7	4	0.4	-5

Complete entries, quoted from the list. Values in the order: EP2 mod, NPY-Y1 PAM-ag, PPC-1+TRAIL kill, 14-3-3 Bad PPI, CHOP inh, TRPML3 agonist, PGE2 EP2 inh, TRPN1 ag, NPY-Y1 antag
Cc1cc(C)c2cc(C#N)c(NCCNC(=S)NCCCN3CCOCC3)nc2c1 is listed as -50, -2, 16, -17, 44, -0.4, 4, -4.1, 8
Cc1ccc(Cc2cnc(N)s2)o1 is listed as 27, 2, 9, -13, 58, 0.1, 8, -0.2, 4
Cn1cc(/C=C(\C#N)C(=O)Nc2ncc(Cc3ccc(Cl)cc3)s2)c2ccccc21 is listed as -1, -14, 29, 7, 43, 1.2, 11, 1.8, -4
O=C(O)c1ccc(CSc2nc3ccc(NC(=O)c4ccccc4C(=O)O)cc3s2)cc1 is listed as 25, 8, 24, -15, 26, 1.1, 9, 0.6, 2
CCn1c(O)c(/C=N/N=C/c2ccccc2)c2ccc(C3=NNC(=O)CC3)cc21 is listed as 17, 4, -8, 2, 33, 0.7, 4, 0.4, -5

Assay outcomes as filed in PubChem.
